S1P4 antag: S1P4 receptor antagonists, primary screen, cell-based. S1P4-expressing cells, antagonist mode, reporter read-out. inhibition, % at 4.98 µM. Sphingosine 1-phosphate receptor 4 (Homo sapiens), O95977. actives 0.26% (n = 220,000); in the data active means inhibition above about 29%;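 further: 0% = wells stimulated with agonist and 100% = vehicle wells without agonist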
Target sequence (O95977 whole entry, looked up): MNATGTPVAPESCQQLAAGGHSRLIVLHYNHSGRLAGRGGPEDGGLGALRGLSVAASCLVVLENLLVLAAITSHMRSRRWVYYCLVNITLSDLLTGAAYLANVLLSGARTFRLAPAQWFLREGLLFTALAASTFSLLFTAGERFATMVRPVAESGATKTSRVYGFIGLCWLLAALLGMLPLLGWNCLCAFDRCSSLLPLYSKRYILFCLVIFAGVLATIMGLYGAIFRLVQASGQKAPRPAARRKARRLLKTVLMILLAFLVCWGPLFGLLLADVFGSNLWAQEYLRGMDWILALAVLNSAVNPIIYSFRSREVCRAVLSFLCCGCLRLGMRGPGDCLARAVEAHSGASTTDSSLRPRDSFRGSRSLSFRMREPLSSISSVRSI
S1P4 ag: S1P4 receptor agonists, primary screen, cell-based; S1P4-expressing cell line, agonist reporter assay; activation, % at 4.98 µM; actives 0.35% (n = 220,000); in the data active means activation above about 11%;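 further: 0% = DMSO vehicle and 100% = reference agonist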
NPY-Y1 antag: NPY-Y1 receptor antagonists, primary screen, cell-based; HEK293-CNG Y1 cells, membrane potential fluorescence; NPY at EC95, then isoproterenol; Neuropeptide Y receptor type 1 (Homo sapiens), P25929; actives 1% (n = 200,000); inhibition, % at 3.6 µM;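 active means inhibition above the campaign mean inhibition of all tested compounds plus 3 SD, cut at about 20% in these data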;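 further: 0% = DMSO wells given NPY plus isoproterenol and 100% = isoproterenol alone without NPY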
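Benchmarks – high control isoproterenol alone, low control NPY with isoproterenol · Material – HEK293 Y1/CNG channel cell line · Times – dye 3 h, compound 60 min room temperature, stimulation 45 min · Probe or stimulus – NPY (25 nM), isoproterenol (1 µM), Ro 20-1724 (25 µM) · Evaluation – % inhibition of NPY effect · Signal – fluorescence, membrane potential probe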
NCF1 inh: p47phox/p22phox peptide binding inhibitors, primary screen, biochemical, uHTS, NADPH oxidase regulatory subunit; fluorescence polarization, 2 h; actives 0.53% (n = 220,000); Neutrophil cytosol factor 1 (Homo sapiens), P14598; AID 1274, 2008; inhibition, % at 24.7 µM;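 active means inhibition above about 30%, limit read from the data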;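 further: 0% = p47phox with labelled peptide and 100% = labelled peptide alone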
Ba/F3 V617F tox: reduced viability of JAK2V617F-dependent Ba/F3 cells, primary screen, JAK2V617F inhibitor project, cell-based, Ba/F3 EpoR-JAK2V617F, luminescence | ATP luminescence | inhibition, % at 5.6 µM | actives 1.1% (n = 220,000) | AID 1446, 2008;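 active means inhibition above the campaign mean plus 3 SD over all tested compounds, cut at about 24% in these data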;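 further: cytokine-independent growth of Ba/F3 cells driven by EpoR plus mutant JAK2; 0% = DMSO-treated cells and 100% = JAK inhibitor I control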
CHOP inhibitor: inhibitors of CHOP promoter induction, primary screen, cell-based, unfolded protein response, luciferase reporter | actives 3.8% (n = 220,000) | inhibition, % at 10 µM | CHO-K1 CHOP-promoter luciferase, tunicamycin-induced, 15-18 h | AID 2732, 2010;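 active means compounds that reduced the stress-induced luciferase reporter signal by more than about 70% of percent inhibition, limit read from the data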;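 further: 0% = tunicamycin plus vehicle and 100% = wells without tunicamycin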
NPY2 pot ag: NPY-Y2 potentiators or agonists, primary screen, cell-based; actives 0.45% (n = 220,000); AID 1359, 2008; Neuropeptide Y receptor type 2 (Homo sapiens), P49146; activation, % at 3.6 µM; cells expressing NPY-Y2, potentiator/agonist read-out; in the data active means activation above about 27%;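 further: cells stimulated with NPY near EC25 plus isoproterenol at EC100; 0% = vehicle plus submaximal agonist and 100% = vehicle plus saturating agonist; some results beyond the cut were filed as inactive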
Target sequence (P49146 whole entry, looked up): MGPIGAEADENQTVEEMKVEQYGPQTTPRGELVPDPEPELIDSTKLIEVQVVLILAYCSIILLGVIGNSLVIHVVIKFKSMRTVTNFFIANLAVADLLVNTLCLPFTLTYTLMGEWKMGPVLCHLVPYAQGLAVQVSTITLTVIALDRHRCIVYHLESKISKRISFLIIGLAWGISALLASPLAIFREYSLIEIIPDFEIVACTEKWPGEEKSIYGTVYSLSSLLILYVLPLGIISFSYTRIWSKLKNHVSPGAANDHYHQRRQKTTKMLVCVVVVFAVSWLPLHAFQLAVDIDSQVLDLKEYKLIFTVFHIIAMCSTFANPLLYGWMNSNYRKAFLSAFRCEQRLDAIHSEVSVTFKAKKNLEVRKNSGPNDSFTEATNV
BaF3 parental: parental Ba/F3 cell viability inhibition, counter-screen for JAK2V617F inhibitor project, murine pro-B, CellTiter-Glo luminescence; CellTiter-Glo ATP luminescence; inhibition, % at 5.6 µM; actives 1.1% (n = 220,000); AID 1486, 2009;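 active means inhibition above a per-campaign cutoff, the mean inhibition of all tested compounds plus 3 SD, cut at about 27% in these data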;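 further: 0% = DMSO wells and 100% = JAK Inhibitor I control wells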
NPY-Y1 PAM-ag: NPY-Y1 receptor potentiators or agonists, primary screen, cell-based; Neuropeptide Y receptor type 1 (Homo sapiens), P25929; NPY-Y1 expressing cells, potentiator/agonist activation; activation, % at 3.6 µM; actives 0.37% (n = 220,000); in the data active means activation above about 33%, passing the limit was not always enough;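 further: cells stimulated with NPY at EC10 then isoproterenol at EC100; 0% = low agonist plus stimulus and 100% = saturating agonist plus stimulus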
* hit, by the source's call; nt = no result given. No enrichment for hits, and some 7.1% of all compounds hit somewhere here.

Compound	Ba/F3 V617F tox	NPY2 pot ag	BaF3 parental	CHOP inhibitor	NPY-Y1 PAM-ag	S1P4 ag	NPY-Y1 antag	NCF1 inh	S1P4 antag
NCC[C@H](O)C(=O)N[C@@H]1C[C@H](N)[C@@H](O[C@H]2O[C@H](CN)[C@@H](O)[C@H](O)[C@H]2O)[C@H](O)[C@H]1O[C@H]1O[C@H](CO)[C@@H](O)[C@H](N)[C@H]1O	0	-14	7	10	-15	-0.3	0	-4	-20
Cc1ccc(CCNC(=O)CNC(=O)c2cccs2)cc1	4	-3	5	8	-11	0.4	3	3	-10
COc1ccc(NC(=O)Nc2ccc(N(C)C)cc2)cc1	-1	4	1	11	-19	-0.6	0	-15	-6
O=C(O/N=C1\CCS(=O)(=O)c2sccc21)C1CC1	-2	8	5	-5	19	0.3	-2	-4	-2
CCC(=O)Nc1nnc(SCc2ccc(F)cc2)s1	3	-16	6	14	-12	-1.9	6	-8	-22
Cc1cc(/C=N/Nc2ccc([N+](=O)[O-])cn2)c(C)n1-c1ccc(C(=O)O)cc1	2	2	8	3	4	-0.1	-1	-50	-1
CCCNC(=O)Cn1nc([N+](=O)[O-])c([N+](=O)[O-])c1C	-2	-14	-3	19	-6	14*	-1	-12	-12
COCCCNC(NC(=O)c1ccc(Cl)cc1)C(Cl)(Cl)Cl (centres undefined)	2	-5	4	19	-10	-0.3	0	-1	-17
Cc1ccc(Cn2c(=O)cc(C(=O)O)c3ccccc32)cc1	-3	-4	2	19	-10	1.4	-3	-14	-23
O=C(CCc1c[nH]c2ccccc12)NCc1ccc2c(c1)OCO2	0	-10	-2	13	3	-0.6	0	-8	-2
CC(CCc1ccccc1)NC(=O)c1ccc2nc(N3CCOCC3)sc2c1 (centres undefined)	3	4	2	-4	-8	0.9	-7	-3	-11
COc1cc(CNc2nc3ccccc3n2C)cc(OC)c1OC	0	5	6	10	-12	0.8	-2	-1	-8
C/C(=N\NC(=O)CCc1ccccc1)c1ccc(Br)cc1	1	7	4	47	-12	2.1	-1	-4	-11
COc1ccc(/C=N/NC(=O)c2cccc(OC(F)(F)C(F)F)c2)cc1O	3	-12	4	24	-25	-0.4	-1	-7	3
O=C(Nc1ccc(Cl)c(Cl)c1)c1ccc(Cl)c(Cl)c1	-1	-17	-1	6	-8	-0.1	nt	-6	-9
CC(C)C(=O)NC(Nc1cccc([N+](=O)[O-])c1)C(Cl)(Cl)Cl (centres undefined)	-4	11	-1	0	31	-2.1	1	-7	0
CC(=O)NS(=O)(=O)c1ccc(N2C(=O)c3ccccc3C2=O)cc1	4	-11	-4	-13	-19	-1.0	1	-1	-2
O=S(=O)(c1cccs1)N1CN(Cc2ccc(Cl)cc2)c2nc3ccccc3nc21	-1	-17	2	22	-40	-0.6	3	-14	-3
CCCCCC(=O)N/N=C/c1cccs1	3	-12	6	47	-16	-0.7	-1	-5	-17
CCN(C(=S)NC(=O)c1ccccc1Br)C1CCCCC1	-3	-6	1	-12	10	-0.1	7	-4	-4
Cc1ccc(C2=NN(CC(=O)NCc3cccnc3)C(=O)CC2)cc1	1	-8	5	3	-13	-0.5	2	-12	-34
CCc1ccc2c(CN3CCN(S(=O)(=O)c4cccs4)CC3)cc(=O)oc2c1	-1	9	8	38	-25	0.7	2	-9	3
CC(C)Cn1c(SCC(=O)NC2CCCc3ccccc32)nc(O)cc1=O (centres undefined)	-4	5	0	30	9	1.4	-9	-10	14
Cc1[nH]n(-c2ccccc2)c(=O)c1/C=N/Nc1nncc(-c2ccccc2)n1	53*	4	36*	77*	14	0.6	-6	-16	-17
CCN1CCN(C(=S)NCC(C)C)CC1	-3	3	8	-10	-23	-1.2	0	-9	-20
CC(=O)c1ccc(S(=O)(=O)Nc2cccc(S(=O)(=O)NC3=NCCC3)c2)cc1	0	-10	6	19	6	-2.3	-1	-4	-9
CCN(CC)S(=O)(=O)c1ccc(NC(=O)c2ccc(Sc3nncn3C)c([N+](=O)[O-])c2)cc1	-2	8	4	0	11	1.4	-3	-4	-6
Nc1ccc(C23CC4CC(CC(CO)(C4)C2)C3)cc1	-1	1	-2	5	9	-0.9	-4	-11	-13
O=c1c2cc(Br)ccc2nc2n1CCCCC2	-5	-12	0	-5	-14	0.1	4	-2	-14
O=C(NN1C(=O)c2ccccc2NC1c1ccccn1)c1ccccc1 (centres undefined)	2	7	2	-11	4	0.6	-6	2	-1
COCC(C)NS(=O)(=O)c1ccccc1 (centres undefined)	4	-6	7	-6	-27	-0.1	-5	2	3
COc1ccc(C(=O)NCC(=O)N/N=C/C(C)=C/c2ccco2)cc1OC	0	0	3	2	3	-1.3	0	-11	2
O=C1c2ccccc2C(=O)N1CN(C(=O)c1ccccc1[N+](=O)[O-])c1ccc(F)cc1	-1	-1	0	37	-6	0.9	1	-2	-3
CC(C)(C)N1C(=O)c2ccc(C(=O)Nc3nccs3)cc2C1=O	4	4	10	55	12	-0.9	-9	-9	11
COc1ccc(-c2nnc3sc(-c4ccco4)nn23)cc1OC	7	-6	10	-4	-26	1.7	8	-11	-15
O=C(NCCCN1CCOCC1)c1cnn2c(-c3ccccc3)cc(-c3ccccc3)nc12	0	-30	5	-223	-77	-0.9	30*	-10	7
O=C(CCN1C(=O)CSC1=O)Nc1ccccc1	-2	8	-1	42	-8	0.9	-6	-13	3
COCC(C)OC(=O)/C(C#N)=C\c1coc2ccc(C)cc2c1=O (centres undefined)	1	15	11	-10	-24	5.9	3	-3	-11
Cc1cccc(C)c1NC(=O)C(NC=O)c1ccccc1 (centres undefined)	2	-5	3	-36	-17	0.6	0	-7	13
Cc1ccc(NC(=O)c2oc3ccccc3c2NC(=O)C2CCCO2)cc1C (centres undefined)	-1	-43	0	-3	-8	0.8	9	-8	-9
CCOC(=O)c1sc2ncnc(NCc3ccco3)c2c1C	1	1	-1	5	-8	1.6	0	-12	11
O=C(NCc1ccc2c(c1)OCO2)c1ccc(NC(=O)C2CCCO2)cc1 (centres undefined)	3	6	7	22	-2	0.2	2	-12	-27
CCN1CCN(Cc2nc3c(c(=O)n(C)c(=O)n3C)n2Cc2cccc3ccccc23)CC1	1	-8	2	-7	-19	0.6	1	-13	-33
COc1ccc(OC(C)C(=O)Nc2ccc([N+](=O)[O-])cc2)cc1 (centres undefined)	5	-14	8	20	-15	-2.5	-2	18	3
Cn1c(=O)c(C(=O)c2ccccc2)nc2ccccc21	5	-1	5	24	6	0.6	-1	-7	-3
CC(C)N(C(=O)COC(=O)CNS(=O)(=O)c1ccccc1F)c1ccccc1	-1	-9	6	7	-2	0.3	5	-12	7
CCOC(=O)C1=CN(CC2CCCO2)C=C(C(=O)OCC)C1c1ccccc1C(F)(F)F (centres undefined)	-2	18	2	-53	3	1.3	7	-1	-5
O=C(COC(=O)c1cnccn1)c1ccc(OC(=O)c2ccccc2)cc1	3	5	-1	17	-7	1.2	0	-6	-19
Cc1nc2ccccc2c(=O)n1/N=C/c1ccc(O)cc1O	1	-9	4	14	-3	0.3	-2	-3	1
O=S(=O)(c1cccc2cccc(Cl)c12)N1CCCC1	1	11	2	29	15	0.5	3	-7	3
COCCNC(=O)c1cc(Sc2nnc(C)s2)nc2ccccc12	-2	-14	1	13	2	0.7	nt	-2	-9
COc1ccc(OC)c(N(CC(N)=O)S(=O)(=O)c2ccc(OC)c(OC)c2)c1	3	-8	4	27	2	1.1	4	-12	-6
CCCNC(=O)c1[nH]c(C)c(C(=O)OCC)c1C	1	5	4	23	1	-0.1	7	2	-2
CCOC(=O)/C(=N\Nc1cc(Cl)ccc1Cl)N1CCOCC1	-3	2	2	68	-12	-0.2	1	-1	9
O=C1c2cccnc2C(O)N1Cc1cccs1 (centres undefined)	4	10	4	21	10	3.2	-3	-2	-10
N#Cc1nc(-c2ccccc2F)oc1NCCc1ccccc1	-6	-5	0	17	-11	0.0	8	-4	-10

New compounds follow.
Compound	Ba/F3 V617F tox	NPY2 pot ag	BaF3 parental	CHOP inhibitor	NPY-Y1 PAM-ag	S1P4 ag	NPY-Y1 antag	NCF1 inh	S1P4 antag
Cc1cc(C(F)(F)F)nn1CC(=O)N1CCOCC1	-5	15	0	12	1	-0.7	7	2	5
Cc1ccccc1NC(=O)Cc1ccccc1	-4	7	1	42	14	1.3	0	-5	-4
CC(/C=N/N1C(=O)CSC1=S)=C\c1ccccc1	-2	7	6	13	5	1.2	6	-26	-36
O=C(c1ccc(N2CCN(C3CC(=O)N(c4ccc(F)cc4)C3=O)CC2)cc1)c1cccnc1 (centres undefined)	0	1	1	-11	9	-0.1	-1	9	-5
COc1cc2ccccc2nn1	1	0	-1	-2	-10	1.4	nt	-7	-9
Cc1[nH]c2ccc(-c3n[nH]c(=S)n3-c3ccccc3)cc2c1C	-2	5	3	-7	8	-0.4	2	-1	1

Bioassay records: PubChem BioAssay, several laboratories
